High-throughput results (PubChem)
NSD2 HMT inh: inhibitors of human histone methyltransferase NSD2. O96028. NSD2 peptide methylation, AlphaScreen, 120 min. inhibition, % at 12.5 µM. 0.54% of 310,000 active; in the data active = inhibition above about 50%
dFosB activator: enhances mouse delta FosB homodimer DNA binding; P13346; purified delta FosB, TAMRA-CDK5 oligo fluorescence polarization; percent of positive-control signal above neutral wells; activation, % at 25 µM; 0.99% of 340,000 active; AID 493131;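 active = mean activation above about 17%, with every replicate also reaching it, limit read from the data, passing the limit was not always enough; inconclusive = only one of the two conditions met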;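 note: fluorescence polarization rise as delta FosB binds a TAMRA Cdk5 AP-1 oligo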
SR-BI DiI inh: mouse SR-BI HDL lipid transfer inhibition; ldlA[mSR-BI] CHO cells, DiI-HDL uptake fluorescence, 3 h; inhibition, % at 12.5 µM; Q61009; AID 488896; 0.96% of 320,000 active;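 active = mean replicate inhibition of at least 70% and a set share of replicates each scoring 70 or more; inconclusive = meets just one of the two criteria; inactive = fails both criteria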;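 note: 0% = median of neutral control wells and 100% = median of positive control wells; values of inactives mirror those of a sister screen read the other way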
Target sequence (Q61009 whole entry, looked up): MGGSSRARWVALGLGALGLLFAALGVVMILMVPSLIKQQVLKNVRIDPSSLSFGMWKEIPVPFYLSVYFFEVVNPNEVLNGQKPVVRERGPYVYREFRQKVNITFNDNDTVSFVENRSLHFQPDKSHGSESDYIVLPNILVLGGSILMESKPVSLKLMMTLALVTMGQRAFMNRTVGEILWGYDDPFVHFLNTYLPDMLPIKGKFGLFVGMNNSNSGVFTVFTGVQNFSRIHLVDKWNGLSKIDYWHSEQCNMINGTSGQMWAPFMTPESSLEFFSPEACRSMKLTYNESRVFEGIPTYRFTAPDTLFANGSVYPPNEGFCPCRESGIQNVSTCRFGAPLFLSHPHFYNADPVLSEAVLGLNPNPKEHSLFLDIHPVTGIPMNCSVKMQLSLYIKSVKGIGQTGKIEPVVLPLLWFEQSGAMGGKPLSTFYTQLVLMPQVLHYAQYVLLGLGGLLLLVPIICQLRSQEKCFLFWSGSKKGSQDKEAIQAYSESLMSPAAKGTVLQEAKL
CAL PDZ FP-1: blocks peptide binding to human CAL PDZ domain; inhibition, % at 20 µM; 0.02% of 330,000 active; Q9HD26; purified CAL PDZ, TMR-peptide fluorescence polarization, 1 h; AID 504414;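 active = highest replicate inhibition of at least 40%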;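 note: plate controls were DMSO neutral control wells for no effect and unlabeled competitor peptide control wells for full effect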
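material = purified tagged CAL PDZ domain construct (CerCALP) | buffer or medium = sodium phosphate/NaCl buffer pH 7.4 with TCEP, IgG, Thesit | reagent = TMR-labelled reporter peptide T*-PRC34 bound in PDZ groove | incubation = 1 h room-temperature incubation prior to read | measured by = fluorescence polarization (mP) | evaluation = percent inhibition from loss of millipolarization | control set = unlabelled peptide and DMSO controls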
Rtt109 HAT inh: blocks Candida albicans Rtt109/Vps75 acetyltransferase activity; AID 540336; inhibition, % at 34.9 µM; purified Rtt109/Vps75, ThioGlo CoA-SH fluorescence, 4 h; Q5AAJ8; 0.16% of 330,000 active;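 active = inhibition of at least 50% in every replicate; inconclusive = best replicate reaches 50% inhibition but some replicates fall short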
Target sequence (Q5AAJ8 whole entry, looked up): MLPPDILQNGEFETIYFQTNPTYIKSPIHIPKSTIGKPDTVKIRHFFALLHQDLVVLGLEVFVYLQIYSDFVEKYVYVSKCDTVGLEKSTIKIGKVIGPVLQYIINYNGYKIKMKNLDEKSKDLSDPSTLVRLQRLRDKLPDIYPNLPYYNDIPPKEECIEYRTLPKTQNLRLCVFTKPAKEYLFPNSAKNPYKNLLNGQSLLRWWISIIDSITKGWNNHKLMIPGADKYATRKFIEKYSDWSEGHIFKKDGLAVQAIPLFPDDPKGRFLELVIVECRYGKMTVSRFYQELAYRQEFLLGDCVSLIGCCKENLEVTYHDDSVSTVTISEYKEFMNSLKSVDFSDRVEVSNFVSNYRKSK
CAL PDZ FP-2: CAL PDZ (human) peptide binding inhibition; Q9HD26; purified CAL PDZ, TMR-peptide fluorescence polarization, 1 h; inhibition, % at 24.9 µM; 0.92% of 300,000 active; AID 602252;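 active = mean inhibition of at least 30% with at least half of replicates also reaching 30%; inconclusive = no clear call, values can overlap the other calls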;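 note: 0% = DMSO neutral control and 100% = excess unlabeled competitor peptide PRC23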
PfHsp90 set2: growth inhibition of yeast expressing Plasmodium Hsp90; S. cerevisiae expressing PfHsp90, BacTiter-Glo ATP, 48 h; yeast lacking PDR1 and PDR3 efflux regulators; inhibition, % at 9.4 µM; 0.32% of 310,000 active; AID 504621;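 active = every replicate shows inhibition above about 80%, whatever the replicate mean, limit read from the data; inconclusive = mean inhibition reaches the set limit but some replicate falls short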;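 note: 0% = DMSO neutral controls and 100% = 20 µM radicicol positive controls; yeast relying on Plasmodium falciparum Hsp90 in place of its own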
SR-BI DiI-HDL act: activators of SR-BI mediated HDL lipid uptake; CHO ldlA[mSR-BI] cells, DiI-HDL uptake fluorescence, 3 h; 100 = double the neutral-control signal; activation, % at 12.5 µM; 0.096% of 320,000 active; AID 504775;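 active = mean replicate activation of at least 60% and every replicate at or above 60%; inconclusive = mean or all-replicate condition met, but not both; inactive = mean below 60% and not all replicates reaching 60%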;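 note: 0% = median plate neutral-control signal and 100% = twice that signal; values of inactives mirror those of a sister screen read the other way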
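material = CHO ldlA[mSR-BI] cells | medium = Ham's F12 with 0.5% BSA, HEPES 25 mM, pH 7.4 | reagent = fluorescent DiI-HDL, 10 µg/mL final | compound dosing = single-point compound dose | incubation = 3 h, 37 °C | measured by = bottom-read fluorescence, 550/595 nm | measure = HDL uptake via cellular fluorescence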
PvdQ acylase: P. aeruginosa PvdQ acylase inhibition. purified PvdQ acylase, fluorescence plate reader. inhibition, % at 10 µM. 0.063% of 340,000 active. AID 488965; in the data active = inhibition above about 30%, passing the limit was not always enough; inconclusive = no clear call, values can overlap the other calls;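 note: 0% = vehicle neutral wells and 100% = reference inhibitor wells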
MITF TRPM1 HTS: increases MITF-driven TRPM1 promoter luciferase signal. AID 588334. activation, % at 12.5 µM. SK-MEL-5 TRPM1-promoter luciferase, 24 h; % of positive control, neutral wells = 0. 0.75% of 300,000 active;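 active = mean activation of at least 80% with every replicate also reaching 80%; inconclusive = mean reaches 80% but some replicate falls short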;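 note: 0% = neutral control wells and 100% = parthenolide positive control wells; values of inactives mirror those of a sister screen read the other way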
An asterisk follows results filed as active; ? = inconclusive; . = no result given.

Molecule | NSD2 HMT inh | dFosB activator | SR-BI DiI inh | CAL PDZ FP-1 | Rtt109 HAT inh | CAL PDZ FP-2 | PfHsp90 set2 | SR-BI DiI-HDL act | PvdQ acylase | MITF TRPM1 HTS
COC(=O)Cc1ccc(NC(=S)NCc2ccccc2OC)cc1 | 0 | -3 | 10 | 0.4 | -6 | 0 | 9 | -10 | -19 | 9
O=C(Nc1ccc(S(=O)(=O)Nc2ccccn2)cc1)c1ccccc1 | 6 | -2 | -2 | -2.9 | 0 | -1 | 1 | 2 | -10 | -2
COc1ccc(NC(=O)CC2C(=O)N(c3ccc(Cl)cc3)C(=S)N2NC(=O)c2cccc(F)c2)cc1 (configuration not stated) | 0 | -7 | 5 | -0.3 | -4 | -3 | -12 | -5 | -13 | -1
c1ccc(Oc2cc(-n3cccn3)ncn2)cc1 | -1 | -2 | -18 | -0.8 | -5 | -5 | -17 | 18 | 9 | 57
CC(=O)N(C)c1ccc(N=NC2C(=O)N(C(N)=S)N=C2C)cc1 (configuration not stated) | 5 | -2 | 23 | 1.1 | -1 | . | 25 | -23 | 6 | 29
Cc1ccccc1C(=O)NC(=S)Nc1sc2c(c1C#N)CCC(C)C2 (configuration not stated) | 1 | -15 | 8 | -0.3 | -1 | -2 | -46 | -8 | 3 | -3
COc1cccc(-n2cnc3c(sc4nc(N5CCOCC5)c5c(c43)CCCC5)c2=O)c1 | 11 | -1 | 53 | -3.7 | 6 | -3 | . | -53 | -8 | 4
CC(/C=N/NC(=O)c1cccs1)=C\c1ccco1 | . | -6 | 1 | -2.9 | 1 | -2 | 3 | -1 | -10 | 72
COc1cc(O)c(C(CC(=O)N2CCCC(C)C2)c2cc(OC)c(OC)c(OC)c2)c(OC)c1 (configuration not stated) | . | 10 | -12 | -0.8 | -5 | -4 | 0 | 12 | -2 | 2
CCNC(=S)NNC(=O)c1ccc2ncccc2c1 | 1 | -5 | -16 | 1.3 | 3 | 1 | . | 16 | 1 | -4
O=C(CCCc1ccccc1)NCCS(=O)(=O)N1CCN(c2ccccc2F)CC1 | 1 | -5 | -36 | -0.5 | -1 | -3 | -15 | 36 | -3 | 12
CCOc1cc(NC(=S)NCCCN2CCOCC2)c(OCC)cc1NC(=O)CC(C)C | -2 | -8 | -8 | -0.9 | 4 | 2 | 10 | 8 | -14 | -12
CCN(CCNc1ccc(Cl)cc1[N+](=O)[O-])C(=O)c1cc([N+](=O)[O-])c(N(C)C)cc1OC | -4 | -5 | 8 | . | 4 | -1 | 1 | -8 | -14 | -3
COc1ccccc1N(CCC#N)C(=O)CSc1ccc2c(c1)OCCO2 | 0 | -4 | -5 | -1.1 | -8 | -2 | 20 | 5 | -13 | .
CCc1noc(C)c1C(=O)NNC(=O)c1ccc(F)cc1 | -2 | 4 | -13 | -2.0 | -6 | 0 | . | 13 | -8 | 4
CC(=O)Nc1ccc(-n2c(C)c(C(C)=O)c(C(C)=O)c2C)cc1 | 2 | -3 | -2 | -0.1 | 6 | . | 4 | 2 | -8 | 4
Cc1ccc(C)c(N(CC(N)=O)S(C)(=O)=O)c1 | 5 | -7 | -38 | -2.7 | 5 | -2 | 3 | 38 | -7 | -10
COc1ccc(NC(=O)N2CCCC(c3ccccc3)C2)cc1 (configuration not stated) | 2 | 4 | -11 | -1.1 | 4 | -5 | -5 | 11 | -16 | 23
c1ccc(-c2cn3nc(-c4ccccc4)c(-c4ccccc4)nc3n2)cc1 | -4 | -6 | 31 | . | -3 | -4 | . | -31 | 11 | .
COCCn1c(SCc2ccc(OC)c(F)c2)nc2ccccc2c1=O | -2 | -12 | 29 | -0.7 | -17 | . | -72 | -29 | -11 | 6

Whole records from above. Order of screens: NSD2 HMT inh	dFosB activator	SR-BI DiI inh	CAL PDZ FP-1	Rtt109 HAT inh	CAL PDZ FP-2	PfHsp90 set2	SR-BI DiI-HDL act	PvdQ acylase	MITF TRPM1 HTS
COCCn1c(SCc2ccc(OC)c(F)c2)nc2ccccc2c1=O in the list: -2	-12	29	-0.7	-17	.	-72	-29	-11	6
COC(=O)Cc1ccc(NC(=S)NCc2ccccc2OC)cc1 in the list: 0	-3	10	0.4	-6	0	9	-10	-19	9

(next part)
Molecule | NSD2 HMT inh | dFosB activator | SR-BI DiI inh | CAL PDZ FP-1 | Rtt109 HAT inh | CAL PDZ FP-2 | PfHsp90 set2 | SR-BI DiI-HDL act | PvdQ acylase | MITF TRPM1 HTS
COc1ccc(-n2c(N)c(C(=O)NCc3ccco3)c3nc4ccccc4nc32)cc1OC | . | -9 | -10 | -0.2 | -4 | -2 | 1 | 10 | -11 | 11
CCOC(=O)c1nn(-c2ccc(F)cc2)cc1O | -2 | 1 | -23 | -1.7 | -12 | 0 | -22 | 23 | -9 | 92*
CCC(C(=O)Nc1ncc(C)s1)c1ccccc1 (configuration not stated) | -3 | 6 | -1 | -0.5 | -6 | . | 11 | 1 | 18 | 5
CCCN=CC1=C(O)CC(c2ccccc2)CC1=O (configuration not stated) | . | 1 | -75 | -3.0 | -2 | 0 | 39 | ? | -9 | .
O=C(Nc1ccccc1C(=O)Nc1ccccn1)c1ccc([N+](=O)[O-])cc1 | 1 | -4 | 40 | 0.4 | -5 | 43* | -25 | -39 | -5 | -7
C=CCN(C(=O)CCC(=O)Nc1cc(C)on1)C(C(=O)NC1CCCC1)c1ccc(C)cc1 (configuration not stated) | 3 | 1 | . | -1.4 | 6 | -1 | 11 | . | -16 | -4
CC1CCCCN1CCCNC(=O)c1nn(C)c2c1CS(=O)(=O)c1ccccc1-2 (configuration not stated) | 9 | -8 | -24 | -1.7 | -6 | 1 | 14 | . | -7 | -6
Cc1cc(C)cc(NC(=O)c2ccc([N+](=O)[O-])o2)c1 | -1 | 3 | 11 | 0.5 | -7 | -6 | -58 | -11 | -9 | -64
COC(=O)c1ccccc1-n1c(CCC(=O)O)ccc1-c1ccc(F)cc1 | 2 | -4 | -1 | -2.1 | 2 | -3 | 29 | 1 | -14 | -4
O=C(Nc1ccnn1C1CCN(C2CCCCC2)CC1)c1cccc(F)c1 | 6 | -8 | -10 | -0.5 | -2 | -5 | 12 | 10 | 6 | -5
COc1cc(S(=O)(=O)N(Cc2ccc(C)cc2)Cc2ccco2)ccc1-n1cnnn1 | 0 | -1 | 10 | -1.2 | -4 | 0 | -23 | -10 | -16 | -3
COc1cc(/C=N/NC(=O)CNC(=O)c2ccco2)ccc1O | -3 | -1 | -5 | -1.2 | 5 | 4 | -6 | 5 | 2 | 1
Cc1ccc(NC(=O)C(C)N2C(=O)c3ccccc3C2=O)c(C)c1 (configuration not stated) | 0 | 10 | -4 | -0.3 | 6 | -2 | 11 | 4 | 0 | -7
CC(C)C(=O)O/N=C(\N)c1ccccn1 | 33 | -4 | 7 | -0.9 | 1 | . | 2 | -7 | -14 | 6
O=C(NCc1ccco1)c1ccc(Oc2ccccc2)cc1 | 1 | 0 | -1 | -1.1 | 2 | 0 | -3 | 1 | 2 | 45
O=C(CN1C(=O)CC(c2ccccc2)S(=O)(=O)c2ccccc21)N1CCCC1 (configuration not stated) | -5 | -4 | -20 | -2.4 | 1 | . | -10 | 20 | -5 | 4
CC1Cn2c(nnc2C23CC4CC(CC(C4)C2)C3)S1 (configuration not stated) | -4 | -1 | 14 | -0.1 | 5 | -2 | 0 | -14 | -8 | 4
CCn1c(/C=C/c2cccc([N+](=O)[O-])c2)nc2ccccc2c1=O | 2 | -11 | 15 | 0.2 | -7 | -2 | . | -15 | -7 | .
COCC1CCCN(C(=O)c2ccc3nc(Cc4cccc(Cl)c4)oc3c2)C1 (configuration not stated) | 0 | -10 | 40 | -0.9 | -17 | -2 | -23 | -40 | -11 | 57
COc1cc2[nH]c(=O)n(CCC(=O)N3CCC(N4CCCCC4)CC3)c(=O)c2cc1OC | -1 | 5 | -2 | -2.2 | -5 | -5 | -27 | 2 | -12 | 12
O=C(c1cccc2ccccc12)N1CCN(CC2CC=CCC2)CC1 (configuration not stated) | 1 | 1 | 8 | -2.3 | 12 | -1 | 11 | -8 | -1 | -13
CC1(C)Cc2c(cnn2-c2ccccc2)C(NC(=O)CCN2CCCC2=O)C1 (configuration not stated) | 0 | 5 | -5 | -1.5 | -7 | 4 | 6 | 5 | 5 | 11
CCCOc1ccc(-c2c(C(=O)N/N=C/c3ccc(C)o3)nnn2-c2nonc2N)cc1 | -3 | ? | 78* | -2.9 | 0 | -3 | -10 | -78 | -1 | -9
O=C(COc1ccc(Cl)cc1)NCCNC(=O)c1cnccn1 | . | -4 | . | -1.2 | 13 | . | 12 | . | 13 | -7
O=C(C=P(c1ccccc1)(c1ccccc1)c1ccccc1)c1ccccc1-c1ccccc1C(=O)C=P(c1ccccc1)(c1ccccc1)c1ccccc1 | . | 36* | -13 | 0.5 | 8 | -6 | 145* | 13 | 8 | -83
O=C1c2ccccc2CC1Sc1nnc(-c2ccncc2)o1 (configuration not stated) | -2 | -11 | 12 | 0.2 | 2 | -18 | . | -12 | 0 | .
Cn1c(SCC(=O)NC2CCCC2)nnc1-c1ccc(S(=O)(=O)N2CCOCC2)cc1 | -2 | -7 | 2 | 0.3 | 4 | 2 | 45 | -2 | -11 | .
COc1ccc(NC(=S)c2ccccc2)cc1 | 0 | -2 | -5 | 0.0 | -2 | -3 | 8 | 5 | 7 | 83*
Cc1cccc(NC(=O)CCC2CCN(C(=O)c3ccc(C)s3)CC2)c1 | 0 | -14 | 10 | -2.4 | 11 | -2 | 26 | -10 | -9 | -19
COc1cccc(N(CC(=O)N2CCCC2)S(C)(=O)=O)c1 | -2 | -1 | 12 | -0.3 | 2 | -1 | 5 | -12 | -8 | .
Cn1c(=O)c(C(=O)Nc2ccccc2S(N)(=O)=O)c(O)c2ccccc21 | 3 | -26 | . | -2.1 | -8 | -3 | -15 | . | -8 | 16
COC(=O)c1cc(S(=O)(=O)NCCN2CCN(c3ccccc3F)CC2)c[nH]1 | -1 | 0 | -6 | -1.4 | -2 | 47* | 15 | 6 | -11 | 5
CCCCCCn1c(=O)[nH]c2c(c1=O)CCC2 | -2 | -2 | -19 | -0.5 | -9 | -4 | 2 | 19 | -12 | 14
O=C(NCc1cccnc1)c1cnc2n(c1=O)CCS2 | -5 | 7 | -17 | -2.2 | -3 | 7 | 10 | 17 | 0 | 2
O=C1CC(c2ccc(Cl)c([N+](=O)[O-])c2)c2ccc3ccccc3c2N1 (configuration not stated) | 39 | -4 | -6 | -0.6 | -9 | -1 | -30 | 6 | -12 | -12
